Bioassay records: PubChem BioAssay, National Center for Advancing Translational Sciences (NCATS)
KB-V1 cytotox – kills drug-selected multidrug resistant KB-V1 cells | AID 1347076 | hit rate 3.4% among 400,000 | KB-V1 MDR cells viability, CellTiter-Glo, 72 h | Potency, µM (highest dose often 46.1 µM), for inactives: at the highest dose activity change, negative = cytotoxicity, most hits filed as cytotoxic; further: potency means the concentration at half of the fitted maximal effect; on the % scale 0 is the no-effect control and ±100 the full control effect; nearly all actives have a fitted effect of over 60% in size
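KB-V1, DMEM (no phenol red) + 10% FBS; cpd pin-transferred, titration series; 72 h, 37 degrees C; CellTiter-Glo, luminescence. Data normalized, curve-fit.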
GLP-1R inv ag – inverse agonists of human GLP-1 receptor; P43220; HEK293 GLP-1R CRE-luciferase, luminescence, 24 h; GLP-1R form is constitutively active; Potency, µM (highest dose often 38.3 µM), for the others: top-dose activity change, negative = inhibition, hits mostly inhibitors; hit rate 1.6% among 410,000; further: potency means the concentration at half of the fitted maximal effect; on the % scale 0 is the no-effect control and ±100 the full control effect; nearly all actives have a fitted effect of over 55% in size
Target sequence (P43220 whole entry, looked up): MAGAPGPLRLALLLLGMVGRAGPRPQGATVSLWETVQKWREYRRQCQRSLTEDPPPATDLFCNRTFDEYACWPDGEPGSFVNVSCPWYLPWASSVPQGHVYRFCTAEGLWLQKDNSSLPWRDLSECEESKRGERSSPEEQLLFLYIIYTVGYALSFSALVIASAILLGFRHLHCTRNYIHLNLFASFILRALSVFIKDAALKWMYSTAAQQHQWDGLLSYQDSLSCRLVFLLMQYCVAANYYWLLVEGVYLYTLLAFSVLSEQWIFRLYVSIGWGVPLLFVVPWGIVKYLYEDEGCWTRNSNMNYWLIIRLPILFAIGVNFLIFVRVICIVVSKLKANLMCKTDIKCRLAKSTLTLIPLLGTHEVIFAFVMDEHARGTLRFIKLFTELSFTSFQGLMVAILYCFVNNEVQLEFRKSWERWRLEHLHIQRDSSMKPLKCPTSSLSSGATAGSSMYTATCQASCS
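HEK293 cells stably co-expressing constitutively active GLP-1R and a cAMP-responsive luciferase reporter were seeded in DMEM with 10% Nu serum, given compounds after 12 h, and incubated 24 h at 37 deg C. Luminescence was then read.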
D3 ag – D3 dopamine receptor (human) agonism; P35462; D3R DiscoveRx beta-arrestin cells, luminescence, 90 min; max activation, %; hit rate 0.58% among 410,000; AID 652048; in the data active means max activation above about 30%; further: 0% is about no effect; mostly tested at two doses, the higher about 12 µM
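Agonist mode: compounds and dopamine controls were applied to plated cells for 90 min at 37 degrees C after an overnight attachment at 1500 cells/well. Luminescent read-out followed 30 - 60 minutes at room temperature with DiscoveRx detection reagent.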
aSyn yeast inh – rescues yeast growth from alpha-synuclein toxicity; Yeast expressing alpha-synuclein, growth rescue, BacTiter-Glo, 24 h; Potency, µM (series often up to 46.1 µM), without a hit: at the top dose growth rescue (activation), actives largely listed as activators; hit rate 0.14% among 370,000; further: potency means the concentration at half of the fitted maximal effect; % of control where 0% means no effect; nearly all actives have a fitted effect of over 65% in size
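Readout is rescue of growth in alpha-synuclein-expressing yeast, so inhibitors of toxicity appear as activators. Growth after 24 hr at 30 deg C in galactose medium is quantified by luminescence.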
TDP43 rescue – inhibitors of TDP-43 toxicity in yeast; Potency, µM (top dose mostly 46.1 µM), for the others: top-dose growth rescue (activation), hits mostly activators; hit rate 1.8% among 410,000; TDP-43 expressing yeast growth rescue, BacTiter-Glo, 24 h; further: potency means the concentration at half of the fitted maximal effect; % of control where 0% means no effect; nearly all actives have a fitted effect of over 50% in size
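Yeast expressing TDP-43 (pregrown in raffinose, seeded at OD600=0.02 in galactose medium) exposed to compounds 24 hr at 30 deg C. Growth read by BacTiter-Glo luminescence; rescue of toxicity appears as increased signal.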
PTHR1 ag – agonists of human PTHR1 parathyroid hormone receptor; HEK293 GP2 PTHR1 cells, GloSensor cAMP luminescence, 1 h; hit rate 0.075% among 410,000; Potency, µM (series often up to 115 µM), without a hit: at the highest dose activation, most hits filed as activators; Q03431; AID 743266; further: potency means the concentration at half of the fitted maximal effect; nearly all actives have a fitted effect of over 55% in size; some results filed as inactive show a strong effect at the top dose; inactives centre near -15; many of its hits are not listed in these tables
Target sequence (Q03431 whole entry, looked up): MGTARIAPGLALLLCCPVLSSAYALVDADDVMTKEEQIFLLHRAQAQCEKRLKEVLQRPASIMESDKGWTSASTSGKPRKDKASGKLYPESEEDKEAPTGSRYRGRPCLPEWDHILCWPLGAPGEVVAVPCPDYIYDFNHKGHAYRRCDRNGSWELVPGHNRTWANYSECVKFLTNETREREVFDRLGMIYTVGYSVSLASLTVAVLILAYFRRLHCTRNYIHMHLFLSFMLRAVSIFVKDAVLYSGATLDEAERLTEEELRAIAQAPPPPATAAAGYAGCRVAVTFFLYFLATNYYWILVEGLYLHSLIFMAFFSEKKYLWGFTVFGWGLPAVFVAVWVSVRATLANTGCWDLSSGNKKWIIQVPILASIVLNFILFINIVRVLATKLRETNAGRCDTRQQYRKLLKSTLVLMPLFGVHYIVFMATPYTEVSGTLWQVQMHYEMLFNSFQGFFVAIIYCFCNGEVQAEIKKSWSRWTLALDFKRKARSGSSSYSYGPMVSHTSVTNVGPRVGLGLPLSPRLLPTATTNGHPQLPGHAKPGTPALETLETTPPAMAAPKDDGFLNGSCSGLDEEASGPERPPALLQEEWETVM
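HEK-293-derived GP2 cells expressing PTHR1 and a GloSensor cAMP reporter, 3,000/well, plated overnight, given luciferin plus IBMX (each 0.5 mM as added) for 1 h at 37 °C, then compound for 1 h at 37 °C. Luminescence was read after 15 min at room temperature.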
GLP-1R agonist – GLP-1 receptor (human) agonism; P43220; HEK293 GLP-1R CRE-luciferase, luminescence, 4-6 h; cells express a hypersensitive GLP-1R form; Potency, µM (doses to about 45.6 µM), for inactives: at the highest dose activation, hits mostly activators; hit rate 0.007% among 380,000; further: potency means the concentration at half of the fitted maximal effect; % of control where 0% means no effect
DRD3 antagonist – blocks the human D3 dopamine receptor; D3R cells, DiscoveRx beta-arrestin luminescence, antagonist mode; stronger effect = lower value; max response, negative = inhibition, %; hit rate 2.5% among 360,000; AID 652054; in the data active means max response below about -50%; inconclusive means no clear call, values can overlap the other calls; further: on the % scale 0 is the no-effect control and ±100 the full control effect; mostly tested at two doses, the higher about 12 µM
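Cells expressing the human receptor were seeded at 1500 cells/well, incubated overnight at 37 degrees C in 5% CO2, then exposed to library compounds with dopamine controls for 90 minutes at 37 degrees C before luminescent detection.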
GLP1R cytotox – cytotoxicity in counter-screen for GLP-1R inverse agonists. AID 624418. hit rate 0.13% among 410,000. HEK293 cAMP-luciferase reporter cells, luminescence, 24 h. Potency, µM (series often up to 38.3 µM), for inactives: top-dose activity change, negative = inhibition, usual class: inhibitors;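 further: loss of luciferase light is scored as toxicity; potency means the concentration at half of the fitted maximal effect; on the % scale 0 is the no-effect control and ±100 the full control effect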
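Seeding density was 200 cells/uL; after overnight-length (12 h) culture, 23 nL compounds went on for 24 h at 37 °C. Readout used a luciferase detection reagent, luminescence taken after 12 min at room temperature.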
Starred values were filed as active, the others as inactive; i = inactive; ? = inconclusive; · = not tested or not shown; [ ] = remark or other dose. Unless noted, the call rests on the fitted dose curve; in most records, active means well fitted curve in the direction sought with a large enough effect; inconclusive means small, poorly fitted or top-dose-only effect, or another doubt; inactive means no such curve, though single readings can be large; an effect the other way counts as inactive or inconclusive. An excerpt (hit frequency here may not be typical).

1: O=C(CCn1c(=O)oc2ccccc21)Nc1ccon1
2: O=[N+]([O-])c1ccc(N(CC(O)CN2CCCCC2)S(=O)(=O)c2ccccc2)cc1 (stereo not given)
3: CC(C)c1nnc(NC(=O)CC(C)c2ccccc2)s1 (stereo not given)
4: Cc1ccc(S(=O)(=O)Nc2ccccc2CNc2cccc(C)n2)cc1
5: COc1ccccc1C(=O)NC(C(=O)NCCc1nc2ccccc2[nH]1)=C(C)C
6: O=C1NCC(=O)N2C(c3ccccc3)c3[nH]c4ccccc4c3C[C@@H]12 (stereo not given in full)
7: COc1ccc(-n2c(SCC(=O)Nc3ccccc3OC)nc(O)cc2=O)cc1
8: CC(C)(C)NC(=O)NC(=O)CN1CCCCCCC1
9: Cc1cc(Cl)ccc1OCC(=O)NNC(=O)C1CSC2(C)CCC(=O)N12 (stereo not given)
10: CC(C)C(NC(=O)C12CC3CC(CC(C3)C1)C2)C(=O)N/N=C/C1=C(N2CCOCC2)C(=C\c2cccc([N+](=O)[O-])c2)/CC1 (stereo not given)

entry no.	1	2	3	4	5	6	7	8	9	10
KB-V1 cytotox	-3%	?	-28%	5.8µM*	22%	0%	-14%	-17%	14%	-5%
GLP-1R inv ag	-9%	?	?	?	-3%	25%	10%	11%	?	4%
D3 ag	-1	-14	7	-3	-6	3	-19	1	-6	-2
aSyn yeast inh	-5%	-6%	5%	3%	-3%	0%	-9%	0%	-5%	6%
TDP43 rescue	-18%	-11%	13%	?	-1%	-1%	-1%	?	-23%	1%
PTHR1 ag	i	i	i	i	i	-12%	-1%	-9%	-10%	0%
GLP-1R agonist	-1%	13%	11%	-9%	0%	10%	1%	8%	7%	-1%
DRD3 antagonist	21	?	12	-11	-11	-22	-21	9	-12	?
GLP1R cytotox	-23%	-8%	-28%	-16%	7%	-1%	10%	-1%	-14%	4%

11: CC1=CC(C)(C)Nc2ccc(OC(=O)CN3C(=O)C4CCCCC4C3=O)cc21 (stereo not given)
12: COCCn1c(=O)[nH]c2cc(C(=O)Nc3cccc(F)c3)ccc2c1=O
13: CCOC(=O)c1nnn(-c2ccccc2)c1C
14: O=C(Nc1ccc(S(=O)(=O)Nc2nccs2)cc1)c1cc(=O)[nH]c2ccccc12
15: CS(=O)(=O)N(CC(=O)N1CCN(c2ccccc2)CC1)c1ccccc1Cl
16: CC(C)N1CCN(CC2COc3ccccc3O2)CC1 (stereo not given)
17: Cc1c(C(=O)O)sc2nc(/C=C/c3ccccc3OC(F)F)[nH]c(=O)c12
18: CCOC(=O)C1CCN(C(=O)CC(C)S(=O)(=O)c2ccc3c(c2)NC(=O)CO3)CC1 (stereo not given)
19: CCc1nc2ccc(C(=O)N(CC)CCN(C)C)cn2c1N(CC)CCOC
20: COc1ccc(C(=O)NN2C(=O)C3C4C=CC(O4)C3C2=O)cc1 (stereo not given)

entry no.	11	12	13	14	15	16	17	18	19	20
KB-V1 cytotox	?	-18%	-6%	2%	?	-5%	2%	3%	0%	21%
GLP-1R inv ag	-81%	12%	0%	5%	-11%	-6%	21%	-8%	22%	15%
D3 ag	-1	10	-5	-1	3	3	-2	3	6	5
aSyn yeast inh	8%	12%	-6%	1%	3%	-9%	0%	-2%	2%	0%
TDP43 rescue	19%	3%	9%	6%	-9%	-8%	7%	-17%	1%	8%
PTHR1 ag	-25%	i	26%[57.5 µM]	i	i	-22%	-9%	i	-8%	-14%[57.5 µM]
GLP-1R agonist	-4%	-2%	0%	1%	0%	-4%	0%	-3%	1%	9%
DRD3 antagonist	0	23	-9	-3	5	-50*	13	-2	25	16
GLP1R cytotox	-8%	0%	2%	0%	-24%	4%	54%[activator]	-6%	7%	-1%

21: Fc1ccc(C2=NN(c3ccccc3)C(c3ccco3)C2)cc1 (stereo not given)
22: Cc1ccc(CN2CC(C(=O)NCCCn3nc(C)cc3C)CC2=O)cc1 (stereo not given)
23: Cc1ccc(NS(=O)(=O)c2ccc3[nH]c4c(c3c2)CCCC4)cc1N(C)C
24: CCOc1ccc(/C=C/C(=O)CCC(=O)O)cc1
25: COc1ccc(C(=O)NC2CC(C)(C)Cc3c2cnn3-c2ccccc2)c(OC)c1 (stereo not given)
26: O=C1c2ccccc2NC(c2ccccn2)N1NS(=O)(=O)c1ccccc1 (stereo not given)
27: COc1ccc(NC(=O)[C@H](C)NC(=O)C2CCN(S(=O)(=O)c3ccc(OC)cc3)CC2)cc1
28: COc1ccc(OC)c(Nc2nc(N)c([N+](=O)[O-])c(NCc3ccccc3)n2)c1
29: COc1cccc(N2C(=O)C(CC(=O)Nc3ccc(F)cc3)N(CCC3=CCCCC3)C2=O)c1 (stereo not given)
30: CCn1c(=O)c([N+](=O)[O-])c(NCCc2ccccc2)c2ccccc21

entry no.	21	22	23	24	25	26	27	28	29	30
KB-V1 cytotox	2%	12%	3%	-3%	-24%	-3%	30%	-5%	?	?
GLP-1R inv ag	?	-5%	?	24%	?	-12%	-20%	36%[activator]	10µM*	-26%
D3 ag	-1	2	4	-5	-5	-2	-11	12	-13	-9
aSyn yeast inh	-1%	-3%	·	1%	-13%	1%	-1%	0%	·	-9%
TDP43 rescue	14%	-17%	17%	0%	?	-20%	10%	5%	17%	-2%
PTHR1 ag	-28%	-20%	i	-23%	-18%	-2%	-6%	-4%	i	-22%
GLP-1R agonist	0%	-18%	·	3%	4%	11%	-1%	8%	·	13%
DRD3 antagonist	-18	-11	·	-5	8	-15	-15	2	·	-18
GLP1R cytotox	33%[activator]	1%	-18%	-3%	4%	4%	-13%	9%	?	-12%

Pulled one by one from above (6):
29: COc1cccc(N2C(=O)C(CC(=O)Nc3ccc(F)cc3)N(CCC3=CCCCC3)C2=O)c1 (stereo not given)
24: CCOc1ccc(/C=C/C(=O)CCC(=O)O)cc1
23: Cc1ccc(NS(=O)(=O)c2ccc3[nH]c4c(c3c2)CCCC4)cc1N(C)C
30: CCn1c(=O)c([N+](=O)[O-])c(NCCc2ccccc2)c2ccccc21
22: Cc1ccc(CN2CC(C(=O)NCCCn3nc(C)cc3C)CC2=O)cc1 (stereo not given)
28: COc1ccc(OC)c(Nc2nc(N)c([N+](=O)[O-])c(NCc3ccccc3)n2)c1

entry no.	29	24	23	30	22	28
KB-V1 cytotox	?	-3%	3%	?	12%	-5%
GLP-1R inv ag	10µM*	24%	?	-26%	-5%	36%[activator]
D3 ag	-13	-5	4	-9	2	12
aSyn yeast inh	·	1%	·	-9%	-3%	0%
TDP43 rescue	17%	0%	17%	-2%	-17%	5%
PTHR1 ag	i	-23%	i	-22%	-20%	-4%
GLP-1R agonist	·	3%	·	13%	-18%	8%
DRD3 antagonist	·	-5	·	-18	-11	2
GLP1R cytotox	?	-3%	-18%	-12%	1%	9%

Next part:
31: CCCCn1c(N)c(N(CCOC)C(=O)c2ccc(S(=O)(=O)N3CCCCCC3)cc2)c(=O)[nH]c1=O
32: CCOc1cc(C(=O)Nc2cccc(C(C)=O)c2)ccc1OCC(=O)N1CCCCC1
33: Cc1ccc2oc(=O)cc(/C=C/c3ccccc3)c2c1
34: COc1ccc(N2CCN(C(=O)CCCn3c(=O)c4cccn4c4cccnc43)CC2)cc1
35: CC1(C)CC(=O)C2=C(C1)OC(/N=C/N1CCCC1)=C(C#N)C2c1ccccc1 (stereo not given)
36: Cc1ccc(S(=O)(=O)N2C[C@]3(O)C[C@@H]4C(=O)N(c5ccccc5)C(=O)[C@@H]4C[C@]3(OC(=O)Nc3c(C)noc3C)C2)cc1
37: CC(=O)c1cccc(OCC(=O)N(C)CC(=O)NCc2ccco2)c1
38: CC(C)=N/N=c1\scc(C)n1Cc1ccco1
39: C/C(=N\NC(=O)c1c(-c2ccccc2Cl)noc1C)c1cccc(NC(=O)C(C)C)c1
40: Cc1ccc(-n2c(SCC(=O)Nc3ncc(Cl)cc3Cl)nc3ccccc32)cc1
41: Cc1ccc(-c2onc(C)c2C)cc1S(=O)(=O)N1CCC(C)CC1
42: CC(C)c1nc(SCC(=O)N2CCCC2)c2ccccc2n1
43: CCOC(=O)c1ccccc1NS(=O)(=O)c1c(C)nc2sccn2c1=O

entry no.	31	32	33	34	35	36	37	38	39	40	41	42	43
KB-V1 cytotox	22%	?	-17%	-22%	-10%	-7%	0%	-7%	?	?	·	21µM*	-6%
GLP-1R inv ag	8%	-7%	?	5%	-1%	14%	18%	-25%	-7%	?	?	0%	4%
D3 ag	8	0	-9	0	-12	4	-8	-9	-8	40*	-3	0	16
aSyn yeast inh	-3%	0%	-1%	11%	-3%	-2%	-3%	-3%	-8%	-8%	·	-1%	?
TDP43 rescue	13%	16%	3%	-2%	-3%	0%	1%	4%	?	0%	20%	3%	?
PTHR1 ag	-21%	-23%	-31%[inhibitor]	-28%	3%	-11%	i	i	-4%	-14%	i	?	i
GLP-1R agonist	1%	11%	-2%	-7%	2%	-2%	-5%	6%	2%	20%	·	0%	-3%
DRD3 antagonist	0	-9	-13	-10	-7	5	?	-15	18	111	·	0	0
GLP1R cytotox	5%	7%	22%	1%	21%	2%	0%	-9%	-2%	-13%	0%	?	-3%
